PV pol inh = poliovirus RNA polymerase inhibition; % elongation, % (compound at 16.7 µg/mL); poliovirus polymerase elongation, fluorescence polarization; active compounds read low; 0.66% of 150,000 active; P03300; AID 588519; in the data active = % elongation below about 90%; note: some results filed as inactive read as strong as hits
Target sequence (P03300 1749-2209 limits assumed): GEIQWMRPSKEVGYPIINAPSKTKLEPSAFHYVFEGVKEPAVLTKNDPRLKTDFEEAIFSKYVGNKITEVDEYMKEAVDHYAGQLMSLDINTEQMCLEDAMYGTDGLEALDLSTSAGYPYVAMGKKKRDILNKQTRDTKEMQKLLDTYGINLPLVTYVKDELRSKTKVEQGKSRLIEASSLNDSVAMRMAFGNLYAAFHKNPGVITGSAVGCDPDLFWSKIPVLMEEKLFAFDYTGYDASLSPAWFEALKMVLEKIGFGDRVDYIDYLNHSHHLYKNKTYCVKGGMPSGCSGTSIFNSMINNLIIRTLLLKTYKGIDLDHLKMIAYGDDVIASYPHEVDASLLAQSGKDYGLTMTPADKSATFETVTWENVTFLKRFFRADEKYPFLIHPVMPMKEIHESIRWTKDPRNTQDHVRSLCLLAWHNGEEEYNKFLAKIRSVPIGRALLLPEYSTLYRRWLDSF
PV pol inh FP z-score = second read-out of PV pol inh, no call of its own (marks repeat the call); z-score; measured here: FP z-score; hits read low
Numbers without * were called inactive; & = joins results of further samples.

SMILES	PV pol inh	PV pol inh FP z-score
Cc1cc2cc(C#N)c(N3CCOCC3)nc2cc1Cl	100	-0.1
Cn1cnc2c1c(=O)[nH]c(=O)n2C	104&103	0.4&0.7
O=C(c1cccs1)N1CCN(c2cc(C(F)(F)F)nc3ccccc23)CC1	106	0.4
CCN(CC)CCSc1nnc2c3cc(F)ccc3n(CC)c2n1	99	-1.2
Cc1cccc(NC(=O)CCOc2ccccc2)c1	101	-0.2
Cn1ncnc1C(O)(c1c[nH]c2ccccc12)C(F)(F)F (stereo not given)	108	-0.3
CCOc1ccc(Nc2cc(C)nc3nncn23)cc1	108	-0.1
O=C(CSc1nnc(COc2ccccc2Cl)n1C1CC1)c1ccc(Cl)s1	116	1.9
CCCn1c(=O)c(-c2nc3ccccc3c(=O)[nH]2)c(O)c2ccccc21	101	-0.2
CN(CCC#N)C(=O)c1nn(C)c2c1COc1ccccc1-2	100	-0.9
O=C(Cn1ncc2ccccc21)Nc1ccc(Br)cc1F	102	0
CN1C(=O)/C(=C\c2c(Cl)nc3sccn23)N(C)C1=S	118	2.8
S=c1[nH]cc(-c2ccccc2)n1-c1ccccc1	104	0.3
O=C(N/N=C/c1ccccc1)c1cccc(S(=O)(=O)N2CCCC2)c1	99	-0.6
CN(C(=O)c1ccc(NC(=O)c2ccco2)cc1)C1CCCCC1	100	-0.2
COc1cc(CCN2C(=O)CCC2(C)C(=O)N2CCCC2)cc(OC)c1OC (stereo not given)	102	0
COC(=O)c1sc(N)c(C(=O)OC)c1Cn1c(Cl)nc2c1c(=O)n(C)c(=O)n2C	108	0.9
CCn1cc(C(=O)NCCC2=CCCCC2)c2cc(OC)c(OC)cc2c1=O	99	-0.1
CC(C)c1ccc2nc(SCC(=O)NC(C)(C)C)c(C#N)cc2c1	104	0.7
O=C(CSc1nnnn1Cc1ccccc1)Nc1ccccc1Oc1ccccc1	104	0.2
Cn1cnnc1SCc1ccc(C(=O)n2ncc(C#N)c2N)cc1	88*	-0.8*
Cc1oc(-c2ccc(C(=O)NCc3ccccc3F)cc2)nc1COc1ccccc1	112	0.8
CCSC1=N/C(=C\c2ccc(C)s2)C(=O)S1	100	-0.3
CC(C)Oc1cccc(C(=O)Nc2ccc3oc(-c4cccc(Cl)c4)nc3c2)c1	106	0.5
COc1cccc(C(=O)N2CCN(C(=O)c3ccccc3)CC2)c1	100	-0.3
CC(C)NC(=O)c1cccc2cccc(Sc3ccccc3)c12	105	0.2
O=C(CN1CCOCC1)Nc1c(-c2ccccc2)c2cc(Br)ccc2[nH]c1=O	100	-0.3
CCCCN(C)C(=O)c1cc2cc3ccc(OC)cc3nc2o1	99	-1.3
CNC(=O)C(C)n1nc(C)c2c(C)n(-c3ccccc3)nc2c1=O (stereo not given)	103	0.1
COCCn1c(-c2ccc(C(C)(C)C)cc2)n[nH]c1=S	102	0.1
Cn1ncc2nc(SCC(=O)Nc3ccc(Br)cc3F)n(Cc3ccccc3)c(=O)c21	104	-0.4
Cc1nc2ccn(Cc3ccco3)c(=O)c2cc1C(=O)NCc1ccc(Cl)cc1	107	0.1
CC(=O)Nc1nc(SCc2ccccn2)[nH]c(=O)c1NC(=O)c1ccccc1	100	-0.5
Cc1ccc(NS(=O)(=O)c2ccc3nc(-c4ccccc4)[nH]c3c2)cc1Cl	107	-0.3
O=S(=O)(c1ccc(C2CCCCC2)cc1)N1CCN(c2cc(Cl)ccc2Cl)CC1	105	0.2
CCCC1CCCCNC1=O (stereo not given)	99	-0.3
CC(=O)N(c1nnc(-c2ccc(C)cc2)s1)C1CCCC1	101	0.1
COC(=O)C1=C(C)NC(=O)/C1=C\c1ccc2c(c1)OCO2	109	0.6
O=C(O)CCc1ccc(-c2ccccc2)n1NC(=O)c1ccccc1Br	100	-0.2
Cc1ccc(NC(=O)NC(=O)Cn2nnc(-c3ccc(Cl)cc3)n2)c(C)c1	98	-0.8
COCCCNC(=O)c1ccc(-n2c(-c3ccccc3)cc3c2CCC(C)C3)cc1 (stereo not given)	105	-0.3
COc1ccc2c(c1)CC(NC(=O)Nc1ccc(Br)c(C)c1)CO2 (stereo not given)	108	0.5
Cc1ccc(C(=O)CSc2n[nH]c(C(F)(F)F)n2)cc1	106	0.6
Nc1cccc2c1C(=O)N(Cc1ccccc1)C2=O	92	-4.7
NC(=O)CN1c2ccccc2-c2ccccc2S1(=O)=O	103	0.1
COc1cccc(NC(=O)Nc2ncccc2C)c1	99	-1.5
Cc1cc2nc(C)n(CCCNC(=O)Nc3ccc(F)cc3)c2cc1C	102	0.1
COc1ccccc1CNC(=O)CSc1nc2nc(C)c(Cc3ccccc3Cl)c(C)n2n1	107	0.6
CCCCn1c(=O)[nH]c2ccccc21	104	0.3
Cc1cc2c(cc(C(=O)OC(C(=O)NCC3CCCO3)C(C)C)n2C)o1 (stereo not given)	99	-0.8
Cc1ccc2cnn(CC(=O)NCc3cccnc3)c2c1	99	-1.6
Cc1cccc(OCC(=O)N(Cc2cccc(Cl)c2)Cc2ccco2)c1C	110	0.9
CCN(C(=O)c1ccc2c(=O)n3c(nc2c1)CCCCC3)c1cc(Cl)ccc1OC	105	1.3
Cc1sc2nc(SCC(N)=O)n(-c3ccccc3)c(=O)c2c1C	100	-0.4
N#Cc1c(NC(=O)COC(=O)C2=COCCO2)oc(-c2ccccc2)c1-c1ccccc1	105	0.3
COC(=O)c1ccccc1NC(=O)Nc1ccc(Cl)cn1	102	0.9
CC(C)(C)C1CCC(OC(=O)c2ccc3c(c2)OCO3)CC1 (stereo not given)	104	0.1
COc1ccc(NC(=O)c2sc3nc(C)c(C(=O)Nc4ccc(C)cc4C)c(-c4ccc(Cl)cc4)c3c2N)cc1	104	-0.2
O=C(NC1CSC/C1=N\O)c1ccccc1 (stereo not given)	106	1.4
COc1ccc(NC(=O)CCCOc2ccccc2)cc1	99	-0.3

Complete entries, quoted from the list.
CC(C)(C)C1CCC(OC(=O)c2ccc3c(c2)OCO3)CC1 (stereo not given) reads PV pol inh = 104; PV pol inh FP z-score = 0.1
CCCCn1c(=O)[nH]c2ccccc21 reads PV pol inh = 104; PV pol inh FP z-score = 0.3
O=C(NC1CSC/C1=N\O)c1ccccc1 (stereo not given) reads PV pol inh = 106; PV pol inh FP z-score = 1.4

Continuation.
SMILES	PV pol inh	PV pol inh FP z-score
CCOc1ccc(N=c2scc(-c3ccc(Cl)s3)n2C)cc1	100	-0.4
COc1ccccc1C(=O)Oc1ccc(C#N)cc1	105	0.3
CC1(C)CC2CC(C)(CN2c2nc3ccccc3[nH]c2=O)C1 (stereo not given)	104	0.1
O=C(c1cc(-c2ccc3c(c2)OCO3)on1)N1CCOCC1	101	-0.1
Cn1c(CSc2nc3ccccc3s2)nnc1SCC(=O)NCCO	106	0.4
CC(=O)n1ccc2ccc(C(=O)CN3CCN(c4ccc(F)cc4)CC3)cc21	99	-0.1
CC1(NC(=S)Nc2ccccc2)CCS(=O)(=O)C1 (stereo not given)	105	0.2
Cc1ccc(OC(=O)c2ccco2)cc1C	101	0
CCOc1ccc(NC(=O)Cn2cc(C(=O)c3ccc(C)c(C)c3)c(=O)c3cc(F)ccc32)cc1	107	0.3
COc1ccc(C)cc1NS(=O)(=O)c1ccc2[nH]c(=O)c(=O)[nH]c2c1	98	-0.8
O=S(=O)(NC1CCCCC1)c1cccc(-c2nnc(-c3ccccc3)o2)c1	103	0
O=C(O)C1CCCCC1C(=O)NCC1CCCCC1 (stereo not given)	103	0.2

Three entries from above, with values under each structure.
Screens in order – PV pol inh | PV pol inh FP z-score
- CC1(C)CC2CC(C)(CN2c2nc3ccccc3[nH]c2=O)C1 (stereo not given)
 : 104 | 0.1
- Cc1ccc(OC(=O)c2ccco2)cc1C
 : 101 | 0
- CC1(NC(=S)Nc2ccccc2)CCS(=O)(=O)C1 (stereo not given)
 : 105 | 0.2

(cont.)
SMILES	PV pol inh	PV pol inh FP z-score
Cn1cccc1C(=O)Nc1ccc2c(c1)nc1n2CCCCC1	100	-0.2
COC(=O)Cc1c(C)nc2nc(NCc3ccc(Br)cc3)[nH]n2c1=O	113	-0.2
COc1ccc(OC2CCNCC2)cc1	102	-0.1
COc1ccc(N2C(=O)CC(NC34CC5CC(CC(C5)C3)C4)C2=O)cc1 (stereo not given)	100	-0.9
NS(=O)(=O)c1ccc(CNCC(F)(F)F)cc1	96	-0.8
CCC(=O)Nc1sc2c(c1C(=O)N1CCCCC1)CCCCC2	102	0.1
CCOC(=O)c1ccc(NC(=O)c2cnc3sccn3c2=O)cc1	104	1.5
CC1(C)N=C(c2c(F)c(F)c(F)c(F)c2F)N(O)C1(O)c1ccccc1 (stereo not given)	99	-0.2
NS(=O)(=O)c1ccc(NC(=S)N2CCc3ccccc3C2)cc1	100	-0.2
C1=C(c2cccs2)OC(c2cccs2)=CC1c1cccs1	99	-0.9
CCNc1nc(NCC)nc(NCCO)n1	99	-0.7
COc1ccccc1Cn1c(=S)[nH]c2cc(C(=O)NCC(OC)OC)ccc2c1=O	101	-0.3
N#C/C(=C\C=N\Nc1ccccc1)c1nn(-c2ccccc2)c(-n2cccc2)c1C#N	101	-0.1
Cc1cc(C)n2nc(SC/C(N)=N/O)nc2n1	105	0.9
COC(CNC(=O)c1c[nH]c2ccc(S(=O)(=O)N(C)c3ccc(C(C)C)cc3)cc2c1=O)OC	101	-0.3
CCCCC(=O)N(c1ccc(C)c(C)c1)C1C=CS(=O)(=O)C1 (stereo not given)	99	-0.5
Cc1ccc(SCCN2C(=O)NC3(CCCC3)C2=O)cc1	102	-0.2
N#C/C=C1\SCC(=O)N1CC(=O)c1ccc(Br)cc1	90	-1.7
COc1cc(Cl)c(C)cc1NC(=O)CSC	100	-0.1
c1ccc(-n2ncc3c(NC4CCCC4)ncnc32)cc1	107	0
COc1cccc(CNC(=O)c2nn(-c3ccccc3Cl)nc2CO)c1	98	-2.1
COC(=O)c1ccccc1NC(=O)c1ccc2c(Cl)c3c(nc2c1)CCCC3	104	0.1
CC(=O)c1c(C)oc2ccc(N(C(=O)Oc3ccccc3)S(=O)(=O)c3ccccc3)cc12	103	0.1
O=C(CCSc1nc(-c2ccco2)cc(C(F)(F)F)n1)N1CCCC1	103	0.3
COc1ccc(C)cc1NC(=O)Nc1cccc(-c2noc(C)n2)c1	109	0.3
Cc1ccc2c(c1)-c1c(ssc1=S)C(C)(C)N2C(=O)c1ccncc1	102	-0.1
CN(C)C(=O)Cn1c(=O)oc2ccccc21	105	0.2
CCCCCCCCCCCCC/C=C/[C@@H](O)[C@H](CO)NC(=O)CCCCCCCCCCCCCCC	99&99	-0.8&-0.2
CC1(C)N=C2C(=N)C=CC=C2N1O	96	-1.3
Cc1ccc2nc(-c3cc(NC(=O)COc4ccc(C)c(C)c4)ccc3Cl)oc2c1	101	-0.7
Clc1ccccc1C1N(Cc2ccccc2)CCN1Cc1ccccc1	100	-0.5
COc1ccc(N(Cc2cccs2)C(=O)Nc2ccccc2)cc1	104	-0.1
Cc1ccc(C(=O)Nc2ccc(C(=O)OCc3cc(=O)n4c5c(sc4n3)CCCC5)cc2)cc1	112	1.4
COc1ccc(C(=O)Nc2ccc3nc(N4CCC(C)CC4)cc(C)c3c2)cc1	101	-1
Cc1c(C#N)c2nc3ccccc3n2c(=O)/c1=C/NN1C(=O)CNC1=S	56	-7.2
Cc1cc(=O)[nH]c(SC(C)C(=O)Nc2ccccc2)n1 (stereo not given)	99	-0.7
COc1ccccc1Nc1nc2c(S(=O)(=O)c3ccc(C(C)C)cc3)nnn2c2ccsc12	112	0.8
Cc1ccc(C(=O)c2cn(Cc3cccc(Cl)c3)c3nc(C)ccc3c2=O)cc1	108	0.7
CCc1cccc(NC(=O)CN2C(=O)COc3ccc(S(=O)(=O)Nc4ccccc4)cc32)c1	104	-0.9
O=S(=O)(c1ccc(-c2cnc(C3CC3)o2)cc1)N1CCN(c2cccc(Cl)c2)CC1	105	-0.3
Cc1cccc(C(=O)NC2CCN(CC(=O)N3CCOCC3)CC2)c1	103	0.2
COc1ccc(N(CC(C)C)S(=O)(=O)c2nnc(NC(=O)c3ccco3)s2)cc1	113	1.1
COc1ccccc1NC(=O)CSc1oc(-c2ccco2)nc1S(=O)(=O)c1ccc(C)cc1	108	0.8
COc1ccc(CNC(=O)COC(=O)Cc2n[nH]c(=O)c3ccccc23)cc1	106	0.2
COc1cccc(CNC(=O)c2ccc(NC(=O)N3CCCCc4ccccc43)cc2)c1	113	0.6
CCn1cc2nc(SCc3ccccc3Cl)n(CCc3ccccc3)c(=O)c2n1	101	-1.2
O=C(Nc1ccc2c(c1)C(=O)NC2=O)C1=COCCO1	102	0
C/C(=N\NC(=O)COc1cccc(Br)c1)c1ccco1	103	-0.1
CC(C)(C)CC(C)(C)c1ccc(OCOCCOCCO)c(Cc2cc(C(C)(C)CC(C)(C)C)cc(Cc3cc(C(C)(C)CC(C)(C)C)ccc3OCOCCOCCO)c2OCOCCOCCO)c1	101	0.2
O=C(NCCc1ccccc1)c1c[nH]c2ccc(S(=O)(=O)Nc3ccc(F)cc3F)cc2c1=O	104	-0.2
Cc1cc(=O)n(CC(=O)N2CCN(Cc3ccc4c(c3)OCO4)CC2)c2c1c(C)nn2-c1ccccc1	99	-0.9
CCOc1ccc(-c2cc(CCCC(=O)NCCc3ccc(OCC)c(OCC)c3)no2)cc1	102	-0.3
COc1cccc(CNC(=O)c2cc3c(s2)-c2c(C)cccc2OC3)c1	103	-0.5
Cc1cc(C(C)(C)C)ccc1OCC(N)=O	100	-0.2
CC(Sc1nnc(-c2ccccc2Br)o1)C(=O)NC1(C#N)CCCCC1 (stereo not given)	102	0
CCOC(=O)c1ccccc1NC(=O)Nc1cc2c(cc1N1CCCCC1)n(C)c(=O)n2C	110	-0.5

Entries from the list above with a COOH group (two):
SMILES	PV pol inh	PV pol inh FP z-score
O=C(O)CCc1ccc(-c2ccccc2)n1NC(=O)c1ccccc1Br	100	-0.2
O=C(O)C1CCCCC1C(=O)NCC1CCCCC1 (stereo not given)	103	0.2

Source: PubChem BioAssay

These rows are one share of the data, so the mix of outcomes need not match the whole.
